Bioassay records deposited in PubChem BioAssay by National Center for Advancing Translational Sciences (NCATS).
Epigenetic derep: Quantitative High-Throughput Screen for Regulators of Epigenetic Control; murine LDR cells, GFP reporter derepression, 30 h; Potency, µM (series often up to 53.9 µM), for the others: at the highest dose GFP activation, actives largely listed as activators; 280,000 compounds, 0.2% hits; AID 1865, 2009; also: potency is read from the fitted curve at half-maximal effect; % of control where 0% means no effect; nearly all actives have a fitted effect of over 60% in size
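Derepression of a silenced CMV-GFP reporter in murine LDR cells is scored by enumerating GFP-positive cells with a laser-scanning microplate cytometer after 30 hours of treatment at 37 C.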
LMNA splice mod: qHTS Assay for Modulators of Lamin A Splicing. HeLa LMNA splicing GFP/RFP minigene ratio, 48 h. Potency, µM (titrated, usually from 46.1 µM), without a hit: top-dose ratio change, negative = inhibition, hits mostly inhibitors. 200,000 compounds, 0.01% hits; active = well fitted inhibition curve with a large enough effect in the signal ratio, with a control signal flat, not every such curve was filed as active; inconclusive = small, poorly fitted or top-dose-only effect, or effect the other way, or a change in a side signal; the % refers to the signal ratio; also: potency is read from the fitted curve at half-maximal effect; % is scaled to controls: 0 for no effect and ±100 for the full control effect
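S3 HeLa stable clones carrying a lamin A-EGFP splicing minigene plus DsRed2 were seeded at 600 cells/well in Opti-MEM with 2% FBS, pin-dosed and incubated 48 h at 37°C. Acumen cytometry (488 nm) gave the GFP/RFP total-intensity ratio.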
IMPase Li inh: qHTS Assay for Identifying the Cell-Membrane Permeable IMPase Inhibitors: Potentiation with Lithium; CHO-M1 cells, IP1 TR-FRET (IP-One), carbachol + lithium; Potency, µM (series often up to 59.4 µM), for inactives: at the highest dose activity, negative = IMPase inhibition, most hits filed as inhibitors; 210,000 compounds, 0.35% hits; AID 1457, 2008;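 also: IP1 builds up when IMPase is blocked and the TR-FRET signal falls; potency is read from the fitted curve at half-maximal effect; plate controls were basal vehicle for no effect and high inhibitor control for full effect; nearly all actives have a fitted effect of over 50% in size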
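CHO cells stably expressing M1 receptor (2000/well) were cultured 16–30 h, then exposed to compounds with a small lithium addition for 30 min at 37C. IP1 was measured by TR-FRET competition; AC50 from Hill fits.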
HttQ103 aggreg: qHTS Multiplex Assay to Identify Dual Action Probes in a Cell Model of Huntington: Aggregate Formation (GFP) | AID 1688, 2009 | 220,000 compounds, 1.1% hits | PC12 HttQ103-GFP aggregates, Acumen cytometry, 40 h | Potency, µM (series often up to 46.1 µM), for inactives: at the top dose activity change, negative = inhibition, actives largely listed as inhibitors; also: potency is read from the fitted curve at half-maximal effect; % is scaled to controls: 0 for no effect and ±100 for the full control effect; nearly all actives have a fitted effect of over 60% in size
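Using laser scanning cytometry, GFP-positive aggregates were counted after lysis of PC12 cells induced with 100 nM tebufenozide to express HTT exon 1 Q103–GFP. Compounds were tested in titration.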
CBFb RUNX1 block: qHTS Assay for Compounds Blocking the Interaction Between CBF-beta and RUNX1 for the Treatment of Acute Myeloid Leukemia | AlphaScreen CBFb-His/RUNX1-biotin binding, biochemical | Potency, µM (series often up to 59.8 µM), for inactives: at the highest dose activity, negative = inhibition, most hits filed as inhibitors | 230,000 tested, under 10 active; also: % of control where 0% means no effect
Target sequence (Q01196 whole entry, looked up): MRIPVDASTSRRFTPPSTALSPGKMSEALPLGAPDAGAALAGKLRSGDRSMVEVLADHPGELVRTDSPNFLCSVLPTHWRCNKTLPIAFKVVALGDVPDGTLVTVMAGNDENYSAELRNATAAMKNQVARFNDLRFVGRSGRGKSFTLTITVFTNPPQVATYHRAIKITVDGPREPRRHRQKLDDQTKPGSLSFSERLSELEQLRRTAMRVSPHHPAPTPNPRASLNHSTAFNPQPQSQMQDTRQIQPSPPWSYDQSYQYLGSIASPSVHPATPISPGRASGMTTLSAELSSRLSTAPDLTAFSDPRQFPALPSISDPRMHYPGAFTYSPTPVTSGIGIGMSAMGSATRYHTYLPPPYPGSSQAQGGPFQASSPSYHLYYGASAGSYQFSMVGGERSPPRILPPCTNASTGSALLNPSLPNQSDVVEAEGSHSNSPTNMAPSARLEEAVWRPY
Target sequence (Q13951 whole entry, looked up): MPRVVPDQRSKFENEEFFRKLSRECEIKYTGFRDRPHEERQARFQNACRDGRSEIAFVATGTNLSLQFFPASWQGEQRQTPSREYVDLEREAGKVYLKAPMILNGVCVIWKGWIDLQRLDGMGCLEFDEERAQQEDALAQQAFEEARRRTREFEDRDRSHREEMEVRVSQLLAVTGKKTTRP
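Read-out: AlphaScreen. Format: His-CBF-beta with biotinylated RUNX1 (30 nM each) preincubated 20 min, compound 15 min, Ni-chelate plus streptavidin beads 90 min; room temperature throughout.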
Luc counter: Counterscreen for Luciferase (Kinase-Glo TM) Inhibition. Kinase-Glo luciferase, ATP luminescence, 8 min. Potency, µM (titrated, usually from 38.3 µM), for inactives: at the top dose activity change, negative = inhibition, usual class: inhibitors. 200,000 compounds, 0.28% hits. AID 1379, 2008; also: potency is read from the fitted curve at half-maximal effect; % is scaled to controls: 0 for no effect and ±100 for the full control effect; nearly all actives have a fitted effect of over 60% in size
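Recombinant Kinase-Glo luciferase, 10 uM ATP (linear range), luciferin; imidazole pH 7.2 / KCl / MgCl2 / Tween / BSA buffer; 8 min RT; luminescence.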
NPSR antag: qHTS Assay for Antagonists of the Neuropeptide S Receptor: cAMP Signal Transduction; Q6W5P4; CHO-NPSR cells, cAMP TR-FRET, antagonist mode; Potency, µM (titrated, usually from 38.3 µM), inactives show at the highest dose activity change, negative = inhibition, actives largely listed as inhibitors; 220,000 compounds, 1% hits; AID 1461, 2008; also: potency is read from the fitted curve at half-maximal effect; % is scaled to controls: 0 for no effect and ±100 for the full control effect; nearly all actives have a fitted effect of over 50% in size; many of its hits are not listed in these tables
Target sequence (Q6W5P4 whole entry, looked up): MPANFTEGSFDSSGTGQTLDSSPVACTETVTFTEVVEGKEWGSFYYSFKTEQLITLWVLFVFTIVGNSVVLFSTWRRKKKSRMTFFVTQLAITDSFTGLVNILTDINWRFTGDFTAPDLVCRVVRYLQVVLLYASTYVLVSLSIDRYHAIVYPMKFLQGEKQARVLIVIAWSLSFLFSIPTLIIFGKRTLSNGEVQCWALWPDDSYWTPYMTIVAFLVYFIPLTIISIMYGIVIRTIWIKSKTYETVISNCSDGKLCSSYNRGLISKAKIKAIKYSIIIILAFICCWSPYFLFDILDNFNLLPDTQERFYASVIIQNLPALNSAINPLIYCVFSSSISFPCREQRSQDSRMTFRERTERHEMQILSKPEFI
Active calls of the source: *; ? = inconclusive; . = not tested or not shown; [ ] = remark or other dose. Unless noted, calls follow the shape of the dose curve; as a rule, active = well fitted curve in the direction sought with a large enough effect; inconclusive = small, poorly fitted or top-dose-only effect, or another doubt; inactive = no such curve, though single readings can be large; an effect the other way counts as inactive or inconclusive. This is a subset; the hit share may differ from the screen's.

1	CCCCCCCCCS(=O)(=O)Nc1cc(C)ccn1
2	COc1cccc(N(CC(=O)NCC2CCCO2)C(=O)CCC(=O)Nc2nccs2)c1 (stereo not drawn)
3	Cc1cccc(OCCNc2ccc([N+](=O)[O-])cn2)c1
4	O=C(Nc1c(Cl)ccc2nsnc12)c1ccco1
5	Cc1nc(N)sc1-c1nnc(SCC(=O)Nc2ccccc2C(F)(F)F)n1C
6	Cc1nc2scc(-c3cccs3)c2c(=O)o1
7	COc1ccc(N(C(=O)c2ccc(Br)o2)C2C=CS(=O)(=O)C2)c(OC)c1 (stereo not drawn)
8	ONC(=Nc1ccc(Cl)cc1)c1ccccc1
compound no. | 1 | 2 | 3 | 4 | 5 | 6 | 7 | 8
Epigenetic derep | -3.2% | -1.2% | -1.1% | -0.8%[10.1 µM] | 0.0% | -1.0% | -3.9% | -0.9%
LMNA splice mod | -16% | 10%[46 µM] | 20%[46 µM] | ? | 10% | -1% | 25%[9.22 µM] | -18%
IMPase Li inh | -7% | 0% | 4% | -2% | -3%[38.3 µM] | 27%[38.3 µM] | 5% | -3%
HttQ103 aggreg | -8% | -7%[9.22 µM] | -19% | -2%[9.22 µM] | -13% | 0% | -16% | -10%
CBFb RUNX1 block | 1% | 7% | -3% | -1% | 0% | -2% | 9% | 5%
Luc counter | -2% | -3% | -2% | 4% | -1% | 1% | 0% | 4%
NPSR antag | 8% | 0% | -12% | -4% | -3%[46.1 µM] | -17%[46.1 µM] | -8% | -13%[46.1 µM]

9	Clc1ccc(-c2nnc(-c3ccco3)nc2N2CCCCC2)cc1
10	COc1ccc(C)cc1S(=O)(=O)N(C)CC(=O)Nc1ccc2c(c1)OCO2
11	CCOC(=O)c1c(CN2CCCCC2)oc2ccc(O)cc12
12	CCCCCCCC1=Cc2ccccc2C(C(C(C)=O)C(=O)OC)N1C(=O)OC (stereo not drawn)
13	O=C(Nc1nc2c(F)cc(F)cc2s1)c1ccccn1
14	O=C(NCCC1=CCCCC1)c1ccc(F)c(S(=O)(=O)N2CCOCC2)c1
15	COc1c(C)cc(C(=O)C2CCCN(C(=O)c3cccc(-n4cccn4)c3)C2)cc1C (stereo not drawn)
16	CC(=O)NCCn1c(SCc2ccc(C)cc2)nc2ccccc2c1=O
compound no. | 9 | 10 | 11 | 12 | 13 | 14 | 15 | 16
Epigenetic derep | 0.0% | -14% | -1.0% | . | ? | -1.1% | -0.6% | 0.0%
LMNA splice mod | ? | -14% | -6% | -31%[9.22 µM] | ? | ? | . | 5%
IMPase Li inh | 7% | 21%[38.3 µM] | 39%[activator][38.3 µM] | 4% | -12% | -15%[38.3 µM] | . | -5%[38.3 µM]
HttQ103 aggreg | -26% | -15% | -23% | . | ? | 7% | -6% | 13%
CBFb RUNX1 block | 2% | 5% | 2% | 3%[13.1 µM] | -19% | -2% | 23% | 3%
Luc counter | -4% | 0% | 0% | -9%[7.66 µM] | ? | 1% | . | -1%
NPSR antag | -32% | -16%[46.1 µM] | -7%[46.1 µM] | . | -52% | -21%[46.1 µM] | 26% | -11%[46.1 µM]

17	O=C(CNC(=S)N(Cc1ccccc1)Cc1cccnc1)NC1CC1
18	Oc1ccc(-c2nc3ncccn3c2Nc2ccc3c(c2)OCO3)cc1
19	CS(=O)(=O)N(CCc1ccccc1)CC(=O)NCc1ccc(Cl)cc1
20	O=C(Nc1cccc(S(=O)(=O)c2cccc(NC(=O)c3ccco3)c2)c1)c1ccco1
21	COc1ccccc1-c1c(C(F)(F)F)oc2cc(OCC(=O)Nc3cc(C)ccc3C)ccc2c1=O
22	FC(F)(F)c1cnc(N2CCC(=NOCc3ccc(Cl)cc3)CC2)c(Cl)c1
23	COc1ccc(OC)c(N=c2oc3cc(O)ccc3cc2C(N)=O)c1
24	O=C(CCCc1nc(-c2ccccc2Cl)no1)N1CCOCC1
compound no. | 17 | 18 | 19 | 20 | 21 | 22 | 23 | 24
Epigenetic derep | 4.7% | 4.8% | 0.1% | -1.1% | 0.1% | 0.0% | -0.9% | -0.3%
LMNA splice mod | -13% | -4% | 7%[46 µM] | . | 0% | -14% | 2% | 4%[46 µM]
IMPase Li inh | -4% | 31%[38.3 µM] | 2% | . | . | 11%[38.3 µM] | 26%[38.3 µM] | -1%
HttQ103 aggreg | 0% | -5% | -1%[9.22 µM] | -7%[9.22 µM] | -2% | -25% | ? | 3%
CBFb RUNX1 block | -14% | -11% | -26% | 3% | 0% | 4% | -19% | 8%
Luc counter | -1% | 18% | 1% | . | . | -6% | ? | 5%
NPSR antag | 1% | -8%[46.1 µM] | 11% | -17% | -6%[46.1 µM] | -15%[46.1 µM] | ? | -1%

Retrieved by structure from above:
24	O=C(CCCc1nc(-c2ccccc2Cl)no1)N1CCOCC1
20	O=C(Nc1cccc(S(=O)(=O)c2cccc(NC(=O)c3ccco3)c2)c1)c1ccco1
compound no. | 24 | 20
Epigenetic derep | -0.3% | -1.1%
LMNA splice mod | 4%[46 µM] | .
IMPase Li inh | -1% | .
HttQ103 aggreg | 3% | -7%[9.22 µM]
CBFb RUNX1 block | 8% | 3%
Luc counter | 5% | .
NPSR antag | -1% | -17%

Going on with the list:
25	COc1ccc(N=Nc2cnc(C)nc2-c2ccccc2)cc1
26	O=C(O)CSC(C(=O)Nc1ccc(C(F)(F)F)cc1)c1ccccc1 (stereo not drawn)
27	Cc1cc(-c2ccccc2)n2nc(C)c(-c3ccccc3)c2n1
28	Cc1cc(C)n2nc(C(=O)NNC(=O)c3ccccc3)nc2n1
29	CSc1nc2sc3c(c2c(=O)[nH]1)CCCC3
30	CCc1ccc(/C=N/NC(=O)Cc2cccn2C)cc1
31	COc1ccc(C/C(C)=N/NC(=S)Nc2ccc(Cl)cc2)cc1
32	CCN1C(=O)C(O)(CC(=O)c2c(C)coc2C)c2ccccc21 (stereo not drawn)
compound no. | 25 | 26 | 27 | 28 | 29 | 30 | 31 | 32
Epigenetic derep | 0.1% | 0.6% | 2.1% | 1.3% | 0.1% | 0.7% | -2.6% | -1.2%
LMNA splice mod | ? | 0% | 7% | -2%[46 µM] | ? | . | . | .
IMPase Li inh | 27%[38.3 µM] | 14%[38.3 µM] | 8%[38.3 µM] | 10% | ? | . | . | -7%
HttQ103 aggreg | -15% | -10% | -11% | 13% | 20% | 0%[9.22 µM] | -5%[9.22 µM] | -23%[9.22 µM]
CBFb RUNX1 block | ? | 12% | 7% | 6% | -7% | -20% | 4% | 14%
Luc counter | 0% | 3% | -4% | 0% | -6% | . | . | .
NPSR antag | ? | 25%[46.1 µM] | -30%[46.1 µM] | 1% | -13%[46.1 µM] | 5% | 12% | ?

33	CCN(CC)C(=O)C1=C(C)Nc2ncnn2C1c1cccnc1 (stereo not drawn)
34	O=C(Nc1ccc(CN2CCCCC2)cc1)c1cccc(Br)c1
35	Cc1c(CCC(=O)O)c(=O)oc2c(C)c(OCc3cc4c(cc3Cl)OCO4)ccc12
36	COc1cccc(NC(=S)N/N=C2\CC(C)(C)Oc3ccc(O)cc32)c1
37	COC(=O)c1ccc(NC(=O)CNc2ccccc2)cc1
38	CSc1ccc(C2Nc3ccccc3-c3cc(C)nn32)cc1 (stereo not drawn)
39	CC(c1ccccc1)N1CC(C(=O)O)CC1=O (stereo not drawn)
40	O=C1CSC(c2cccnc2)N1C1CCCCC1 (stereo not drawn)
compound no. | 33 | 34 | 35 | 36 | 37 | 38 | 39 | 40
Epigenetic derep | -3.5% | -0.9% | 1.1% | 17% | -0.4% | 9.4% | -0.6% | -2.2%
LMNA splice mod | -2%[46 µM] | -13% | . | ? | ? | 2% | -4%[46 µM] | 5%
IMPase Li inh | 1% | . | . | -2% | -2% | . | 5% | -4%[38.3 µM]
HttQ103 aggreg | 1%[9.22 µM] | ? | -16%[9.22 µM] | 12% | -1%[9.22 µM] | -9% | 9% | 17%
CBFb RUNX1 block | 4% | 2% | -6% | ? | -1% | 2% | 8% | -1%
Luc counter | 6% | . | . | 0% | 1% | . | -2% | -2%
NPSR antag | 5% | 24%[46.1 µM] | -21% | -24%[46.1 µM] | 4% | -24%[46.1 µM] | 26% | -12%[46.1 µM]

Along the list, from the results shown:
LMNA splice mod for entries 33–40: -2%[46 µM], -13%, ., ?, ?, 2%, -4%[46 µM], 5%

The listing continues:
41	Cc1ccc(NC(=O)CSCc2ccco2)cc1
42	COc1cc(NC(=O)CSc2nnc(C)s2)cc(OC)c1OC
43	Cc1ccc(C(=O)CSc2nnc(COc3cccc4cccnc34)o2)cc1
44	CCOC(=O)N1CCC(NC(=O)c2cc(C)c3c(C)nn(-c4ccccc4)c3n2)CC1
45	Cc1nn(-c2cccc(Cl)c2)c2c1C(c1cccnc1)C(C#N)=C(N)O2 (stereo not drawn)
46	CCOC(=O)C(=Cc1ccc(OCc2ccc([N+](=O)[O-])cc2)c(OC)c1)C(=O)OCC
47	Cn1c(SCc2nc(-c3ccc(Cl)cc3)no2)nnc1-c1ccco1
48	CC(/C=C/c1ccc2c(c1)OCO2)=N\NC(=O)C(O)c1ccccc1 (stereo not drawn)
compound no. | 41 | 42 | 43 | 44 | 45 | 46 | 47 | 48
Epigenetic derep | 1.1% | 0.0% | -5.6% | -0.9% | -1.6% | -0.9% | 1.7% | 1.2%
LMNA splice mod | -11%[46 µM] | 6% | ? | 6% | ? | ? | ? | .
IMPase Li inh | 12% | 26%[38.3 µM] | -8%[38.3 µM] | -9%[38.3 µM] | -5%[38.3 µM] | 0% | 17%[38.3 µM] | .
HttQ103 aggreg | 2% | 14% | -7% | -3% | ? | -5% | -33% | -5%[9.22 µM]
CBFb RUNX1 block | 3% | 0% | -4% | 1% | ? | 7% | -7% | -1%
Luc counter | -2% | 0% | -4% | 11% | 2% | 3% | 0% | .
NPSR antag | 3% | -6%[46.1 µM] | -23%[46.1 µM] | -15%[46.1 µM] | -14%[46.1 µM] | -24%[46.1 µM] | -10%[46.1 µM] | 23%

A portion from further up, as a working copy:
47	Cn1c(SCc2nc(-c3ccc(Cl)cc3)no2)nnc1-c1ccco1
48	CC(/C=C/c1ccc2c(c1)OCO2)=N\NC(=O)C(O)c1ccccc1 (stereo not drawn)
compound no. | 47 | 48
Epigenetic derep | 1.7% | 1.2%
LMNA splice mod | ? | .
IMPase Li inh | 17%[38.3 µM] | .
HttQ103 aggreg | -33% | -5%[9.22 µM]
CBFb RUNX1 block | -7% | -1%
Luc counter | 0% | .
NPSR antag | -10%[46.1 µM] | 23%
